HT1080NT lethal: kills 2HG-producing HT-1080-NT fibrosarcoma cells; HT-1080-NT fibrosarcoma viability, CellTiter-Glo ATP luminescence, 48 h; Potency, µM (highest dose often 46.1 µM), for the others: top-dose activity, negative = less viability, usual class: cytotoxic; 360,000 tested, 1.6% active; AID 686970;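 also: NT is the 2HG producing partner of a matched IDH1 knockdown line; potency is read from the fitted curve at half-maximal effect; 0% = DMSO-treated cells and -100% = media-only wells without cells; nearly all actives have a fitted effect of over 55% in size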
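Viability of the 2HG-overproducing fibrosarcoma line after 48 hours of compound exposure at 37 degrees C was determined by luminescence with CellTiter-Glo, and concentration-effect curves were then fitted and categorized.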
KB-3-1 tox: KB-3-1 parental cell cytotoxicity | Potency, µM (titrated, usually from 46.1 µM), for the others: at the top dose activity change, negative = cytotoxic, usual class: cytotoxic | KB-3-1 viability, CellTiter-Glo ATP luminescence, 72 h | 400,000 tested, 1.4% active; also: potency is read from the fitted curve at half-maximal effect; % is scaled to controls: 0 for no effect and ±100 for the full control effect; nearly all actives have a fitted effect of over 60% in size
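Cytotoxicity measured as CellTiter-Glo luminescence after 72 h at 37 C. Compound titrations were pinned onto drug-naive KB-3-1 parental adenocarcinoma cells grown in DMEM with 10% FBS, and normalized data fitted to concentration-response curves.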
MCF10A rereplic: DNA re-replication induction in MCF 10a cells | MCF 10A DNA re-replication, Hoechst nuclear intensity, 48 h | Potency, µM (highest dose often 46.1 µM), inactives show at the top dose activity, positive = re-replication, most hits filed as activators | 350,000 tested, 2.9% active; also: potency is read from the fitted curve at half-maximal effect; % of control where 0% means no effect; nearly all actives have a fitted effect of over 50% in size
IL-1B inflam inh: inhibitors of inflammasome signaling (IL-1 beta secretion); THP-1 LPS/ATP IL-1B secretion, AlphaLISA, 16 h; stronger effect = lower value; activity change, % at 57.5 µM; 360,000 tested, 4.7% active; AID 743279; in the data active = activity change below about -50%; inconclusive = mostly about -30% to -49%; also: % is scaled to controls: 0 for no effect and ±100 for the full control effect
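THP-1 cells pretreated 1 hr with compounds (up to 57.5 uM final), then stimulated with LPS (250 ng/mL final) plus ATP (1.25 mM final); secreted IL-1B measured by AlphaLISA after 16 hr, decreased signal indicating inhibition.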
HT1080 IDH1KD tx: HT-1080 IDH1 knockdown cell toxicity (counter line). HT-1080 IDH1 knockdown viability, ATP luminescence, 48 h. Potency, µM (titrated, usually from 46.1 µM), without a hit: at the top dose activity, negative = toxicity, most hits filed as cytotoxic. 360,000 tested, 2% active. AID 686971;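 also: potency is read from the fitted curve at half-maximal effect; 0% = DMSO wells and -100% = cell-free medium wells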
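Using the IDH1-knockdown HT-1080 line run in the same batch and compound series as the NT line, viability after 48 h at 37 °C was determined by CellTiter-Glo luminescence and expressed as % activity.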
D3 ag: D3 dopamine receptor (human) agonism; 410,000 tested, 0.58% active; D3R DiscoveRx beta-arrestin cells, luminescence, 90 min; AID 652048; P35462; max activation, %; in the data active = max activation above about 30%; also: 0% is about no effect; mostly tested at two doses, the higher about 12 µM
Target sequence (P35462 whole entry, looked up): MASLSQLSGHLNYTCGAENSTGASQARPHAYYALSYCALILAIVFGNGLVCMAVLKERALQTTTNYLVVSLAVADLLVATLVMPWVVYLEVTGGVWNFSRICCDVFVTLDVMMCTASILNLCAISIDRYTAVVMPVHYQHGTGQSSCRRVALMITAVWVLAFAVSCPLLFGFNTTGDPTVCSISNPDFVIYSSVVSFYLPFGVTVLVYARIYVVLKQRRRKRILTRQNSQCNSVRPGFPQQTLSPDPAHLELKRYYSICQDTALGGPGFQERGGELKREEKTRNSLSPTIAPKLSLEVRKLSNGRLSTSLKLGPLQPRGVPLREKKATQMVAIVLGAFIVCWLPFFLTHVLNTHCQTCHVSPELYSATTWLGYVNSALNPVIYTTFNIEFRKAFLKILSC
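Agonist-mode cell screen: cells plated at 1500/well and incubated overnight at 37 °C, then exposed to library compounds for 90 min at 37 °C. Detection reagent was added for 30–60 min at room temperature, and luminescence was read.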
KB-V1 MDR tox: KB-V1 MDR subline cytotoxicity | Potency, µM (highest dose often 46.1 µM), for the others: top-dose activity change, negative = cytotoxicity, usual class: cytotoxic | AID 1347076 | KB-V1 MDR cells viability, CellTiter-Glo, 72 h | 400,000 tested, 3.4% active; also: potency is read from the fitted curve at half-maximal effect; % is scaled to controls: 0 for no effect and ±100 for the full control effect; nearly all actives have a fitted effect of over 60% in size
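Cytotoxicity via CellTiter-Glo luminescence after 72 h compound exposure at 37 degrees C. Cells: drug-selected KB-V1 line, DMEM phenol-red free plus 10% FBS. Compounds tested at multiple concentrations; normalized data fitted to concentration-effect curves.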
SW480 rereplic: DNA re-replication induction in SW480 cells | SW480 DNA re-replication, Hoechst DNA content imaging, 48 h | Potency, µM (top dose mostly 46.1 µM), for inactives: at the highest dose re-replication activation, hits mostly activators | 340,000 tested, 1.8% active | AID 624297; also: potency is read from the fitted curve at half-maximal effect; % of control where 0% means no effect; nearly all actives have a fitted effect of over 55% in size
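Image-based DNA-content assay: after two days of treatment, nuclei were labelled with the DNA dye Hoechst and imaged, and hits were compounds raising the count of nuclei showing high fluorescence intensity.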
HEK293 tox: cytotoxic in the GLP-1 receptor inverse agonist counter-screen | HEK293 cAMP-luciferase reporter cells, luminescence, 24 h | Potency, µM (highest dose often 38.3 µM), for inactives: at the highest dose activity change, negative = inhibition, hits mostly inhibitors | 410,000 tested, 0.13% active | AID 624418;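 also: loss of luciferase light is scored as toxicity; potency is read from the fitted curve at half-maximal effect; % is scaled to controls: 0 for no effect and ±100 for the full control effect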
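Here, cytotoxicity is scored as loss of luminescence. The MLSMR collection was tested on cells seeded in medium containing 10% Nu serum, with a 24 hr compound exposure preceded by 12 hours of culture.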
* hit, by the source's call; ? = inconclusive; . = no result given; & = joins results of further samples; [ ] = remark or other dose. Unless noted, calls follow the shape of the dose curve; as a rule, active = well fitted curve in the direction sought with a large enough effect; inconclusive = small, poorly fitted or top-dose-only effect, or another doubt; inactive = no such curve, though single readings can be large; an effect the other way counts as inactive or inconclusive. Not a hit list; about 11% have a hit in one of these screens.

canonical_smiles	HT1080NT lethal	KB-3-1 tox	MCF10A rereplic	IL-1B inflam inh	HT1080 IDH1KD tx	D3 ag	KB-V1 MDR tox	SW480 rereplic	HEK293 tox
Cc1ccc(Cl)cc1N1CCN(C(=O)C2(S(=O)(=O)c3ccc(Cl)cc3)CC2)CC1	-5%	?	17%	?	-29%	0	?	?	-7%
CCN(CC)CCNC(=O)c1ccc(NC(=O)c2cn(-c3ccccc3)nc2-c2cccs2)cc1	?	?	?	?	?	-7	?	?	-9%
CCc1ccc(CNC(=O)CCCn2ccc3cc(S(=O)(=O)N4CCCC4)ccc32)cc1	.	5.8µM*	.	.	.	-5	?	.	-29%
O=c1c(Cl)c(Cl)cnn1Cc1ccc(F)cc1	?	?	3.7µM*	-99*	?	0	17%	6.5µM*	?
O=C(Nc1ccc(Cc2ccncc2)cc1)c1cc([N+](=O)[O-])ccc1N1CCOCC1	4%	-9%	0%	6	-7%	-5	-4%	-4%	-19%
COc1ccc(-c2nn(-c3ccccc3)cc2CNC[C@H]2O[C@@H](n3ccc(=O)[nH]c3=O)[C@H](O)[C@@H]2O)cc1	-4%	0%	.	-25	7%	-7	-12%	.	4%
Cc1cccc(NC(=O)c2nc[nH]c2C(=O)NCCCNC(=O)c2[nH]cnc2C(=O)Nc2cccc(C)c2)c1	12%	10%	-17%	-1	12%	7	0%	-8%	3%
COc1cccc(C(=O)Nc2nc3c(s2)CN(C)CC3)c1	-4%	-2%	-2%	-11	-1%	5	-2%	-3%	11%
Cc1cc(OCCCCN2C(=O)NC(C)(C)C2=O)cc(C)c1Cl	-5%	-7%	?	24	-26%	0	-19%	-23%	-4%
O=C(COC(=O)COc1ccccc1)NCc1ccco1	14%	-6%	-2%	-2	15%	4	6%	2%	-5%
Cc1cccc(Cn2c(N(C)CCO)nc3c2c(=O)[nH]c(=O)n3C)c1	9%	0%	-12%	-21	-2%	1	-19%	-3%	-3%
CSCc1ccc(C(=O)N2CCCC(Nc3ccc(F)cc3)C2)o1 (stereo unspecified)	13%	-3%	5%	-21	0%	1	-11%	12%	-8%
CC(C)NC(=O)c1cc(C2CCCCN2C(=O)OCCF)on1 (stereo unspecified)	0%	0%	.	-67*	18%	8	4%	.	-15%
COc1ccc(-c2noc(-c3ccccc3C(=O)NCc3ccco3)n2)cc1OC	-4%	-21%	?	?	4%	5	3.7µM*	-4%	-19%
COc1ccc(NC(=O)CCN2CCN(S(=O)(=O)c3ccc(Br)cc3)CC2)cc1	0%	-14%	-2%	14	3%	5	2%	-7%	-3%
COC(=O)c1nc(-n2nc(C)cc2C)ccc1Cl	12%	11%	2%	-7	-2%	0	-16%	-9%	7%
O=C(Nc1nonc1-c1ccc(Cl)cc1)c1ccccc1	?	-6%	1%[9.22 µM]	-12	?	-4	?	?	-29%
Cc1ccc(S(=O)(=O)CCC(=O)OC2CC(C)OC2=O)cc1 (stereo unspecified)	0%	3%	0%	17	0%	7	1%	16%	-5%
COc1ccc(CN2CCNC(=O)C2CC(=O)N2CCCO2)c(OC)c1 (stereo unspecified)	5%	5%	-2%	-6	7%	0	4%	-4%	27%
CSc1ccc(Cn2c(C)c(C(=O)NCc3cccs3)sc2=O)cc1	-24%	3%	.	.	-26%	-5	?	.	-8%
COC(=O)CN(C#N)c1nc(SC)nc(N(C)C)n1	2%	-2%	2%	-19	-8%	16	-13%	0%	5%
Cc1ccc(CCNC(=O)CCSCc2ccc(Cl)cc2)cc1	-2%	11%	1%	-3	-4%	1&0	-2%	-1%	2%&8%
COc1cc2c(cc1OC)C(COc1ccc3c(C)cc(=O)oc3c1)N(C(=O)c1ccccc1F)CC2 (stereo unspecified)	.	0%	.	.	.	-9	?	.	5%
Cc1ccc(-c2cc(C(F)(F)F)n3nc(C(=O)Nc4ccc(Cl)c(C(F)(F)F)c4)cc3n2)cc1	.	5%	.	.	.	9	3%	.	-8%
CC1CC(C)CN(C(=O)CSc2ncnc3sccc23)C1 (stereo unspecified)	0%	5%	12%	-15	-5%	-15	21µM*	-5%	-9%
CCOc1ccc(NCc2cc3c(C(C)(C)C)nn(-c4ccccc4)c3[nH]c2=O)cc1	?	9%	?	0	?	-44	0%	14%	0%
CCOc1ccc(NS(=O)(=O)c2ccc(C(=O)N3CCCCCC3)cc2)cc1	-11%	-30%	?	-14	-22%	-6	?	0%	8%
Cc1ccc(S(=O)(=O)N(C)C[C@H]2Oc3ccc(NC(=O)Nc4c(C)noc4C)cc3CC(=O)N([C@@H](C)CO)C[C@@H]2C)cc1	0%	2%	.	16	10%	-4	?	.	-14%
CCN1CCN(C(=O)C2CCC(CNS(=O)(=O)c3ccc(NC(C)=O)cc3)CC2)CC1 (stereo unspecified)	-1%	2%	1%	-2	-4%	5	-2%	-4%	6%
Cc1ccc(S(=O)(=O)c2cnc(SCC(=O)Nc3ccc4c(c3)OCCO4)[nH]c2=O)cc1C	.	9%	.	.	.	-18	-1%	.	-2%
CCCCNC(=O)c1ccccc1NC(=O)CCSc1ccccc1	1%	11%	9%	1	-22%	4	-19%	-1%	5%
CCOC(=O)CCn1c2nc(C)cc(C)c2c(=O)n1-c1ccccc1	-1%	7%	19%	7	0%	-2	-3%	1%	-14%
CN1C(C(=O)NCc2cccc(C(F)(F)F)c2)CC2Cn3c(nc4cc5ccccc5cc43)C21 (stereo unspecified)	-3%	2%	12%	-7	-3%	17	5%	-5%	-1%
CNc1nc(Oc2cccc(F)c2)c2sccc2n1	15%	0%	.	24	1%	6	3%	.	8%
CC(C)n1c(=O)c2oc3ccccc3c2n(CC(=O)Nc2ccccc2Cl)c1=O	.	3%	.	.	.	1	7%	.	-9%
N#CC(C#N)=C1CCc2ccccc2N1	22%	7%	1%	-9	22%	-6	16%	-6%	5%
CCc1ccccc1NC(=O)CC(C)n1nc(C)cc1C (stereo unspecified)	.	12%	.	.	.	8	10%	.	-1%
CSCc1ccc(C(=O)Nc2cc(C)cc(C)c2)cc1	-2%	12%	4%	0	0%	-5	-18%	.	-13%
Cc1ccc(OCc2cc(C(=O)N3CCN(CC(=O)NC(C)C)CC3)no2)cn1	13%	1%	0%	20	12%	0	6%	-8%	1%
CC1CCN(CCOCCOc2ccccc2-c2ccccc2)CC1	-12%	-30%	?	?	?	-20	12µM*	27%	?
CSc1ccc(NC(=O)Nc2cccn(Cc3ccccc3)c2=O)cc1	?	8.2µM*	6%	?	?	3	3.7µM*	-1%	6%
O=C(Cc1cccc(NC(=O)C2CCCN(C(=O)C3CCC3)C2)c1)Nc1cccc(C(=O)N2CCOCC2)c1 (stereo unspecified)	5%	4%	?	-4	6%	-1	5%	-3%	3%
Cc1cc(C(=O)OCC(=O)Nc2ccc(S(N)(=O)=O)cc2)c2ccccc2n1	19%	-2%	-1%	-3	0%	4	2%	-5%	-11%
CCNS(=O)(=O)c1ccc(CCC(=O)NCc2cccnc2)cc1	8%	-1%	1%	25	6%	-3	4%	3%	2%
COc1ccc(Nc2ncnc3c2cnn3-c2ccc(C)cc2)cc1Cl	.	13%	.	.	.	-6	0%	.	-10%
Cc1ccccc1N/C(SCc1cccc(Br)c1)=C(/C#N)C(N)=O	-17%	16%	10%	-2	-1%	2	-14%	-1%	-2%
Nc1ncc(N=Nc2cc(C(=O)O)ccc2Cl)s1	0%	22%	-3%	34	3%	-13	2%	-7%	-13%
CCOc1ccc(C2CC(c3ccc(F)cc3)Nc3nc(N)nn32)cc1 (stereo unspecified)	13%	-2%	3%	-16	8%	5	18%	-2%	-4%
CCOCCCN(C(=O)CNC(=O)c1ccco1)C(C(=O)NC1CCCC1)c1ccccc1C (stereo unspecified)	8%	-3%	-9%	26	12%	0	-5%	-1%	1%
Cc1ccc(CN2C(=O)CCC2(C)c2nnnn2-c2c(C)cccc2C)cc1 (stereo unspecified)	6%	-2%	.	15	-16%	3	?	.	1%

(list continues)
canonical_smiles	HT1080NT lethal	KB-3-1 tox	MCF10A rereplic	IL-1B inflam inh	HT1080 IDH1KD tx	D3 ag	KB-V1 MDR tox	SW480 rereplic	HEK293 tox
Cc1cc(C)n(CC(C)NC(=O)CCc2nnc(CCc3ccccc3)o2)n1 (stereo unspecified)	10%	12%	-13%	11	14%	5	11%	-1%	-3%
COc1ccc(S(=O)(=O)CCC(=O)N2CCN(c3cccc(Cl)c3)CC2)cc1	8%	-1%	0%	-26	4%	1	-25%	-9%	2%
COc1ccc(OC)c(NC(=O)CSc2ncccc2C(=O)O)c1	14%	10%	?	16	8%	1	3%	0%	-11%
OC[C@@H]1[C@@H](c2ccc(F)cc2)C(c2ccccc2)=NN1c1ccccc1	-19%	-16%	?	?	-28%	17	?	18µM*	202%[activator]
Cc1nn(-c2ccccc2)c2sc(C(=O)NNC(=O)COc3cccc4ccccc34)cc12	2%	?	23µM*	2	8%	9	18µM*	?	-43%
O=C(NCc1ccccc1Cl)c1nnc(Cc2ccc(Cl)cc2)o1	.	2%	.	.	.	6	13%	.	8%
CC(=O)Nc1ccc(S(=O)(=O)N2CCSC2c2ccccc2)cc1 (stereo unspecified)	-12%	-7%	2%	23	-10%	1	-18%	4%	-15%

Looked up above:
For KB-V1 MDR tox, O=C(NCc1ccccc1Cl)c1nnc(Cc2ccc(Cl)cc2)o1 is entered as 13%
For KB-V1 MDR tox, Cc1cc(C)n(CC(C)NC(=O)CCc2nnc(CCc3ccccc3)o2)n1 (stereo unspecified) is entered as 11%
